# rCAG binder = r(CAG) repeat RNA binding. TO-PRO-1 dye displacement fluorescence. inhibition, % at 3 µM. 1.3% of 370,000 active;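 active = inhibition above the plate cutoff, the mean of all test compounds on that plate plus 3 SD, cut at about 35% in these data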;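 note: 0% = DMSO alone and 100% = 100 µM mitoxantrone as full dye displacement; higher means more dye released from RNA so lower well fluorescence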
# PRMT1 FP inh = blocks human protein arginine methyltransferase 1 | AID 652257 | 1.3% of 370,000 active | inhibition, % at 2.79 µM | recombinant PRMT1, activity-based probe fluorescence polarization;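 active = inhibition above about 21% made by adding two undisclosed values, limit read from the data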
# MBD2 DNA inh = blocks human MBD2 binding to methylated DNA; Q9UBB5; TR-FRET, MBD2 binding to methylated oligonucleotide; inhibition, % at 4.4 µM; 0.31% of 370,000 active; AID 686964; in the data active = inhibition above about 13%
# Target sequence (Q9UBB5 whole entry, looked up): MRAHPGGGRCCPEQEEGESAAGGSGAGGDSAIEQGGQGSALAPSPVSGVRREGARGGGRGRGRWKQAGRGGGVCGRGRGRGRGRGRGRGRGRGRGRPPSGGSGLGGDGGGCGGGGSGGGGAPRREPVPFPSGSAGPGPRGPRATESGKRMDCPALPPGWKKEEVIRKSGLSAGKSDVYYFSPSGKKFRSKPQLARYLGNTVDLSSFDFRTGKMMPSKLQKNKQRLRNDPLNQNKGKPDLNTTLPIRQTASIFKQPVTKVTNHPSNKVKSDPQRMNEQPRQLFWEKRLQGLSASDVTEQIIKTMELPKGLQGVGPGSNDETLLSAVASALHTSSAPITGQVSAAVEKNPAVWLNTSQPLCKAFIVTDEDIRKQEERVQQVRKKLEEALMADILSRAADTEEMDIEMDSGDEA
# SIAE inh = inhibitors of human sialic acid acetylesterase SIAE; SIAE FP-Rh probe binding, fluorescence polarization; AID 1053197; Q9HAT2; inhibition, % at 9.66 µM; 0.69% of 370,000 active;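 active = inhibition above a cutoff: mean of compounds within the control limits plus 3 SD of those, cut at about 17% in these data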;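 note: 0% = plate median of compound wells and 100% = probe without SIAE protein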
# Target sequence (Q9HAT2 whole entry, looked up): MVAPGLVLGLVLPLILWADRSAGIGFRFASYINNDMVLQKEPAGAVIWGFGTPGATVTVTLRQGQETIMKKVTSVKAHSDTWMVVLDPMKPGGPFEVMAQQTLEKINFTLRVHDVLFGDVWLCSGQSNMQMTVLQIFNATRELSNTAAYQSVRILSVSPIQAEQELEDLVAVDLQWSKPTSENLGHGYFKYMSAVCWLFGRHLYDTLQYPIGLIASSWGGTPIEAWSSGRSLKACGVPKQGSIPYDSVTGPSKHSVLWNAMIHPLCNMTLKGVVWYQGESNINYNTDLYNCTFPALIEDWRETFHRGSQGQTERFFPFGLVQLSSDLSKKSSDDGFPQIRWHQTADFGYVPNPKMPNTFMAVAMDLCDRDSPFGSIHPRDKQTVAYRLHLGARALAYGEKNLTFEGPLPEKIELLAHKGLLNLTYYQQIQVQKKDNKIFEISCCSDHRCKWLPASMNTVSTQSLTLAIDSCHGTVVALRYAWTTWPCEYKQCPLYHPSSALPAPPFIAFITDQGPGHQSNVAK
# TCR CD3 inh = blocks the human TCR-CD3 interaction | inhibition, % at 9.4 µM | 0.37% of 360,000 active | TAMRA-labeled TCR probe fluorescence, biochemical | AID 651800; in the data active = inhibition above about 19%;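 note: recombinant mutant TCR 2C K166C tagged with TAMRA read by polarization; 0% = receptor in buffer alone and 100% = receptor with positive control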
# HTRA1 inh = blocks human HTRA1 serine peptidase. Q92743. recombinant HTRA1, FP-rhodamine activity-based probe, fluorescence polarization. inhibition, % at 5.96 µM. 0.5% of 340,000 active. AID 504803; in the data active = inhibition above about 36%;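 note: 0% = enzyme with DMSO and 100% = wells lacking enzyme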
# ABHD4 inh = inhibits mouse alpha/beta hydrolase domain 4; inhibition, % at 8.92 µM; purified mABHD4, FP-Rh probe fluorescence polarization; 0.54% of 370,000 active; Q8VD66;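 active = inhibition exceeding the mean over every tested compound plus 3 SD, cut at about 30% in these data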;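 note: 0% = plate median of compound wells and 100% = S159A mutant with DMSO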
#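 Assay system: wild-type mouse ABHD4 protein; compound: single nominal dose of 8.92 µM, 0.89% DMSO final; schedule: 45 min + 60 min at 25 °C; measured by: FP readout, ex 525 nm / em 598 nm; evaluation: % inhibition of FP-Rh probe binding versus controls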
# UHRF1 MBD2 ctr = UHRF1 methyl-DNA binding inhibition | UHRF1 binding to methylated oligo, TR-FRET | inhibition, % at 4.4 µM | 0.75% of 370,000 active | AID 687016; in the data active = inhibition above about 21%;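 note: UHRF1 SRA domain binding a hemimethylated CpG hairpin DNA probe; 0% = median of test compound wells and 100% = reference inhibitor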
# NPR2 activator = GC-B (human) receptor activation; P20594; HEK293-GC-B cells, CNP EC30, cGMP TR-FRET; 0% at EC30 CNP, 100% saturating CNP; activation, % at 10 µM; 0.11% of 370,000 active; AID 1920062;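 active = activation at 10 µM reaching about 35% in either raw or pattern-adjusted values, limit read from the data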
# NPR1 activator = GC-A (human) enzyme activation | HEK293 GC-A cells, cGMP TR-FRET, EC30 ANP; 0% at EC30 ANP, 100% saturating ANP | AID 1671463 | activation, % at 10 µM | 0.14% of 370,000 active | P16066; in the data active = activation above about 40%
# Active calls of the source: *; · = not tested or not shown.
# Below each SMILES: rCAG binder	PRMT1 FP inh	MBD2 DNA inh	SIAE inh	TCR CD3 inh	HTRA1 inh	ABHD4 inh	UHRF1 MBD2 ctr	NPR2 activator	NPR1 activator
C=CCNc1nc(N)c([N+](=O)[O-])c(Nc2cccc(Cl)c2)n1
→ 5	1	-6	-3	0	2	-4	1	6	5
COc1cc(=O)oc(CCC(C)O)c1C (stereo unspecified)
→ 1	2	-1	1	2	-2	11	0	8	-1
C/C(=N\NC(=O)c1ccoc1C)c1ccccc1
→ -3	2	2	-1	-1	·	-3	4	-5	1
CC(=O)c1c(C)[nH]c(C(=O)COC(=O)c2c(-c3ccccc3)noc2C)c1C
→ 1	-1	-1	-9	-2	-10	0	-3	0	-3
COc1ccc2c(CN(Cc3ccccc3)Cc3ccccc3)cc(=O)oc2c1
→ 6	-1	2	-2	3	·	-6	0	-11	-7
CCCc1nnc2n1N=C(c1ccc(C)cc1)CS2
→ -5	4	7	-3	0	-4	-14	3	1	6
O=C(Nc1ccc(Cl)cc1)N1CCCN(c2ccc(C(F)(F)F)cc2[N+](=O)[O-])CC1
→ -1	1	2	2	-2	-50	-6	1	-12	-17
CCSc1nc2ccccc2n1CC(=O)OC
→ 3	-3	-1	2	1	4	4	2	8	-1
CCOC(=O)N1CCN(c2ccnc3cc(Cl)ccc23)CC1
→ -3	0	-1	5	2	1	3	-3	-2	-4
CC(=O)N1CCOCCOCCN(C(C)=O)CCOCC1
→ -2	2	6	1	1	7	3	-1	3	7
O=C(O)C1CCCCC1C(=O)NCCCCc1ccccc1 (stereo unspecified)
→ -3	-2	-5	-2	1	-4	0	-1	8	2
Cc1ccc(S(=O)(=O)N(C)C)cc1NC(=O)c1ccc2ccccc2n1
→ 3	-3	-1	-3	4	-3	2	-1	4	2
O=C(Cc1ccccc1)Nc1ccc2oc(-c3cccnc3)nc2c1
→ 3	-2	1	-7	5	-10	9	-6	8	5
O=C(/C=C/Nc1ccc(F)cc1Br)c1ccccc1
→ 5	-6	-2	-6	4	-7	-8	-2	-9	8
COCC1CCN(C(=O)c2cc(COc3ccc(F)cc3F)on2)C1 (stereo unspecified)
→ -1	0	-2	-4	-3	0	-3	2	-1	6
CC(=O)C(C)Oc1ccc(Cc2ncc(C(F)(F)F)cc2Cl)cc1 (stereo unspecified)
→ -10	1	0	5	0	6	-4	-3	4	2
CCOC(=O)C1=C(C)NC(=O)NC1c1cc2c(cc1Br)OCO2 (stereo unspecified)
→ -1	0	2	3	13	0	3	1	-5	-7
CCOC(=O)C1(C)CCCN1C(=O)c1ccccc1OC (stereo unspecified)
→ 2	-1	2	2	-1	·	-1	-3	2	2
CN(CCNC(=O)c1c[nH]c2c1ccc1ccccc12)CCNC(=O)c1c[nH]c2c1ccc1ccccc12
→ 7	-2	-4	-17	0	-37	-9	-4	-2	-9
CCOC(=O)CC1C(=O)NCCN1C(=O)c1ccc(Cl)cc1 (stereo unspecified)
→ -2	5	-3	-5	-2	6	-8	1	0	1
O=C1CCCN1CCCNC(=S)Nc1ccc(F)cc1
→ 0	-2	0	12	8	6	-1	2	7	4
Oc1ccccc1/C=N/Nc1nc2ccccc2o1
→ 6	6	1	7	-6	13	15	0	-16	-5
CCC(/C=N/NC(=O)C1COc2ccccc2O1)CC (stereo unspecified)
→ -3	-3	3	6	-5	-10	9	-4	1	-1
CCNc1nc(Oc2ccc(=O)[nH]n2)nc(SC)n1
→ 2	-1	3	-4	-7	3	5	0	-1	-2
COc1ccc2c(c1)CCCN2C(=O)C1CCCN(S(=O)(=O)c2ccc(Cl)s2)C1 (stereo unspecified)
→ 1	-4	-6	5	·	·	-2	-4	-7	-6
COc1ccc(CC2(C)OC(c3ccc(C)c([N+](=O)[O-])c3)=NN2C(C)=O)cc1 (stereo unspecified)
→ -7	0	0	-3	5	-9	-6	-1	-2	0
CCN(C(=O)CN(C1=NC2CS(=O)(=O)CC2S1)c1ccc(OC)cc1)c1cccc(C)c1 (stereo unspecified)
→ 0	11	0	-10	-13	·	-2	3	-4	-3
CCCCn1c(N)c(N(CCC(C)C)C(=O)COC(=O)c2ccc3ccccc3c2)c(=O)[nH]c1=O
→ 4	-1	3	0	6	-5	-1	2	3	-4
Cc1ccccc1NC(=O)c1ccc(CN2CCC(Cc3ccccc3)CC2)cc1
→ -7	-2	-3	-9	7	-14	5	1	3	2
COc1ccc(CCN2C(=O)c3cccc4cccc(c34)C2=O)cc1OC
→ 3	-1	-1	-1	7	-3	1	0	0	-1

# Taken from above:
# Result of CCCCn1c(N)c(N(CCC(C)C)C(=O)COC(=O)c2ccc3ccccc3c2)c(=O)[nH]c1=O in HTRA1 inh: -5
# Result of COc1ccc(CC2(C)OC(c3ccc(C)c([N+](=O)[O-])c3)=NN2C(C)=O)cc1 (stereo unspecified) in PRMT1 FP inh: 0

# Other structures.
# Below each SMILES: rCAG binder	PRMT1 FP inh	MBD2 DNA inh	SIAE inh	TCR CD3 inh	HTRA1 inh	ABHD4 inh	UHRF1 MBD2 ctr	NPR2 activator	NPR1 activator
O=C1C[C@@H]2C(=O)N(c3ccccc3)C(=O)[C@@H]2[C@@H]2CN(S(=O)(=O)c3ccccc3)[C@@H](c3ccccc3)[C@H]12
→ 14	1	1	-5	7	·	4	-1	-4	-3
COc1cccc(-c2nc(N)nc(SC)c2C#N)c1
→ -2	6	0	1	-7	0	1	2	0	5
CC(=O)NC12CC3CC(C1)CC(C(=O)OCC(=O)NC(=O)c1cccn1C)(C3)C2
→ -1	-2	1	7	3	-1	0	0	4	1
Cc1ccc(-c2nnc(SCc3ccccc3F)o2)cc1
→ -2	0	-2	-4	-9	-15	1	-2	5	1
COCCN(CCOC)c1nc(-c2ccc([N+](=O)[O-])cc2)nc2ccccc12
→ -1	-9	1	6	3	1	4	1	-2	-1
Cc1ccc(-c2nc3ccc(Cl)cc3c(=O)n2O)cc1
→ 4	-1	4	-6	4	5	-3	-2	-2	4
CC(=C\C(=O)O)/C(=C\c1cccc2ccccc12)C(=O)O
→ 3	-1	1	0	4	5	-2	-2	1	0
COc1ccc2nc(C)cc(N3CCN(c4ccccc4)CC3)c2c1
→ -8	0	1	3	-7	-4	3	0	-6	-5
CC(C)(C)c1ccc(C(=O)NCCC(=O)N2CCC3(CC2)NCCc2[nH]cnc23)cc1
→ -3	-4	-2	6	-5	1	-2	0	0	3
CCc1cccc(CC)c1-n1c(SCC(=O)N2CCCc3ccccc32)nc(O)cc1=O
→ 29	7	-5	2	-5	4	13	-1	3	-1
CC(=O)NCC(=O)N(C)C(C(=O)Nc1ccc2c(c1)OCCO2)c1ccc(C)cc1 (stereo unspecified)
→ -1	-2	-10	1	4	6	1	-4	2	8
O=C(c1ccc(Cl)cc1)[C@@H]1[C@@H]2C(=O)N(c3cccc4ccccc34)C(=O)[C@@H]2C2c3ccccc3C=NN21 (stereo partly specified)
→ 10	1	-2	-12	-1	-14	-22	2	2	3
Cc1cccc(C)c1NC(=O)CNC(=O)c1ccc2nc[nH]c2c1
→ 4	1	-10	-8	2	4	2	-2	-1	-2
O=C(CNC(=O)c1ccc2c(c1)OCCO2)N=Nc1c(O)[nH]c2ccccc12
→ 7	1	-8	0	11	-1	1	-5	-7	-4
O=C(c1ccccc1)c1cccn1CC(=O)N1CCc2ccccc2C1
→ -2	-1	-1	-2	6	4	-2	-1	-6	2
CCCCc1cc2ccccc2c(OCCN(C)C)n1
→ -3	0	0	-2	3	8	7	-7	-12	-10
CCn1c(SCC(N)=O)nc2c1c(=O)n(C)c(=O)n2C
→ -2	2	-4	-4	0	0	0	2	1	-3
C#CCN1CC(N(C)CCOC(=O)CC2C=CCC2)CS1(=O)=O (stereo unspecified)
→ 1	3	-3	-1	·	·	-5	0	5	2
COc1ccc(C(=O)CSc2nc3[nH]ncc3c(=O)[nH]2)cc1
→ 6	-1	-2	4	10	5	-3	0	-8	-2
N#Cc1ccc(Cn2nnc(-c3ccc(N4CCOCC4)cc3)n2)cc1
→ 1	-1	1	6	·	·	4	-2	5	0
CC(=O)Nc1cccc(Nc2nc(-c3ccccc3F)nc3ccccc23)c1
→ 7	1	-7	-36	-1	-46	-14	-1	6	6
CC(=O)Nc1cccc(OCC(=O)Nc2cccc(S(=O)(=O)N3CCCC3)c2)c1
→ 7	-2	3	-2	-1	-5	2	-2	-6	-1
Cc1ccccc1CSc1nnc(Cn2c(=O)sc3ccccc32)n1C
→ 0	1	5	-8	4	-3	3	-1	2	-2
COc1ccc(C)cc1NC(=O)c1ccc(NS(=O)(=O)c2c(C)noc2C)cc1
→ 29	1	1	2	0	6	-14	-3	9	5
Cc1ccc(Nc2cc(C)nc3c(C)cccc23)cc1
→ 6	2	1	-2	7	-2	0	3	-4	17
CC(C)(C)c1cc[n+](-c2[nH]c(=O)sc2/C=N/NC(=O)c2ccccc2[O-])cc1
→ -2	18	2	15	19	6	18	-5	-2	-1
CC(C)[C@H](NC(=O)OC(C)(C)C)c1cc(C(=O)N[C@@H](C)c2ccccc2)c(N)s1
→ 10	7	9	-8	-6	·	-14	-1	1	1
CCOC(=O)c1c(C)[nH]c(C)c1S(=O)(=O)N(C)CC(=O)N(C)Cc1ccccc1
→ -3	3	3	0	-4	0	3	-1	-10	-24
CCSc1ccccc1C(=O)Nc1ccc2c(c1)OCO2
→ 1	6	0	5	9	-7	10	-1	1	-2
CCn1c(=S)sc2c(=O)n(-c3ccccc3)c(=S)[nH]c21
→ -1	7	1	-2	6	-21	0	1	3	-2
CCOc1ccc(NC(=O)C2CC=CCC2C(=O)O)cc1 (stereo unspecified)
→ 0	-7	0	14	-1	3	-4	-1	6	4
CCOC(=O)c1sc(NC(=O)c2cc(S(=O)(=O)N3CCOCC3)ccc2C)nc1C
→ 4	-4	-1	-2	-2	-3	-9	-7	1	-2
CC1C/C(=N/NC(=O)c2cccs2)CC(C)(C)C1 (stereo unspecified)
→ 3	-4	2	1	2	-9	-2	-5	-5	2
COc1ccccc1-c1cnc(C(O)c2c(C)cc(C)cc2C)[nH]1 (stereo unspecified)
→ 3	8	7	-4	-3	·	-13	4	-4	0
Nc1ccc(N2CCN(C(=O)c3cccs3)CC2)cc1
→ 14	5	-1	11	2	7	13	-2	-7	-16
O=C(NCc1ccco1)C1CCCN(S(=O)(=O)c2ccc(Cl)s2)C1 (stereo unspecified)
→ 0	-5	-3	-4	·	·	1	-1	4	1
COCCNC(=O)CCn1nc(-c2ccc(Cl)cc2)ccc1=O
→ -1	0	-3	1	2	4	-15	-3	-4	1
COc1ccc(Cl)cc1NC(=O)CN1C(=O)NC(Cc2c[nH]c3ccccc23)C1=O (stereo unspecified)
→ 8	-1	1	-2	1	-6	-7	-1	-4	-7
Cc1ccc(OCC(COCc2ccccc2)NC(C)C)cc1 (stereo unspecified)
→ -9	-1	1	2	5	-4	7	-1	-1	-4
C/C(=N\Nc1cc(Cl)nc(C)n1)c1ccccc1
→ -4	-2	3	7	1	0	0	-2	3	2
CC(NC(=O)Nc1ccccc1O)(C(F)(F)F)C(F)(F)F
→ -1	15	-19	-1	1	3	13	-14	-5	-3
CCN(CC)CCN(Cc1cc2cc3c(cc2[nH]c1=O)OCO3)C(=S)NCCCN(C)C
→ 1	-1	2	13	0	1	-1	2	-4	8
O=C(CN1c2cccc3cccc(c23)S1(=O)=O)N1CCN(c2ccccc2)CC1
→ 9	0	-3	-2	-3	4	-9	-3	-1	0

# A portion of the library (hit frequency here may not be typical).
